Source: PubChem BioAssay
tim10-1 inh – growth inhibitors of tim10-1 mutant yeast | S. cerevisiae tim10-1 ts strain growth, BacTiter-Glo, 24 h | inhibition, % at 20 µM | 330,000 tested, 2.2% active | AID 463190;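 active = inhibition of at least 40%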;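 note: mutant grown at 25 °C; 0% = DMSO wells with yeast and 100% = wells holding no yeast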
APJ antag – APJ receptor antagonism; P35414; CHO-K1 APJ beta-arrestin complementation, luminescence; inhibition, % at 20 µM; 330,000 tested, 0.32% active; AID 2521;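 active = inhibition above about 40% at 20 µM, limit read from the data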;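 note: cells challenged with 10 nM apelin-13 agonist together with compound; plate controls were apelin-13 plus DMSO wells for no effect and DMSO wells lacking apelin-13 for full effect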
Target sequence (P35414 whole entry, looked up): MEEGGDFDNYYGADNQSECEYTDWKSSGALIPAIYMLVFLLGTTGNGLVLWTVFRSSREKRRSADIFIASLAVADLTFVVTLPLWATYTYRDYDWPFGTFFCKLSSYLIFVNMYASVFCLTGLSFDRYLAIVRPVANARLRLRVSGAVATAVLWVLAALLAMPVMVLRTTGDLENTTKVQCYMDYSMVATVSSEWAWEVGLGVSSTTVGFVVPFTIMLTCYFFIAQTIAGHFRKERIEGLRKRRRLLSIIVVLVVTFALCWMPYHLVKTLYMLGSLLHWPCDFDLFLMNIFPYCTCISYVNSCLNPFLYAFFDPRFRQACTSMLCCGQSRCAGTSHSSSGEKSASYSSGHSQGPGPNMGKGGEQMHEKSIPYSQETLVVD
UPR XBP1 act – activators of adaptive arm of unfolded protein response (XBP1); activation, % at 20 µM; 330,000 tested, 0.33% active; AID 463104; CHO-XBP1 luciferase reporter, IRE1-XBP1 UPR activation, luminescence; percent of tunicamycin response, DMSO as zero;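 active = versus positive control, 20 µM dose yields 30% or more activation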;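 note: 100% = tunicamycin at 10 µg/mL and 0% = DMSO only wells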
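Material: CHO-XBP1 cells stably carrying IRE1-XBP1-driven luciferase reporter | Medium: F12 with 10% serum | Compound dosing: 20 µM single concentration, DMSO 1% | Incubation: Overnight seeding at 37 °C, 6 h compound treatment at 37 °C | Detection: Steady-Glo luminescence read | Read-out basis: % activation of reporter signal versus tunicamycin and DMSO controls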
CHOP UPR activ – apoptotic UPR (CHOP) activation | CHO-CHOP luciferase reporter, luminescence; percent of tunicamycin response over DMSO baseline | activation, % at 10 µM | 330,000 tested, 0.34% active | AID 449763;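 active = at 10 µM dose, activation of 40% or more, normalized to positive control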;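 note: 100% = tunicamycin at 10 µg/mL and 0% = DMSO alone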
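assay system = CHO CHOP reporter cells | amount = 500 CHO-CHOP cells per well | buffer or medium = F12 with 10% FBS | incubation = 16-18 h cell attachment, then 6 h compound exposure, 37 °C | detection = luminescence read with Steady-Glo | read-out = percent activation relative to tunicamycin control | controls = tunicamycin high control, DMSO low control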
CXCR6 block – CXCR6 (human) receptor inhibition | O00574 | CHO-K1 PathHunter CXCR6 beta-arrestin, luminescence | inhibition, % at 20 µM | 360,000 tested, 0.36% active; in the data active = inhibition above about 34%, passing the limit was not always enough;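 note: antagonist mode with CXCL16 agonist at 10 nM final; 0% = 10 nM CXCL16 with DMSO and 100% = unstimulated wells without agonist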
Target sequence (O00574 whole entry, looked up): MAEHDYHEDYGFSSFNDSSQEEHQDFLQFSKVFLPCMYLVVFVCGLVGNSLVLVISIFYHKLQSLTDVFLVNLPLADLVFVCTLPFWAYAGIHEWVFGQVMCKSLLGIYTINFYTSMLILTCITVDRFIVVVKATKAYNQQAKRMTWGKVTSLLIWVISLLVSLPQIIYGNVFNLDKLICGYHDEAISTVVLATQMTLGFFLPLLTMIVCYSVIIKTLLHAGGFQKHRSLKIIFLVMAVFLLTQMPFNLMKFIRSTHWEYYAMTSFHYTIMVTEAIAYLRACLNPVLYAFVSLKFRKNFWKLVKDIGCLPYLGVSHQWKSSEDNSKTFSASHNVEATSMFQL
Mdm2-MdmX inh – human Mdm2/MdmX binding inhibition; O15151+Q00987; SaOS-2 split-luciferase Mdm2/MdmX complementation, luminescence; inhibition, % at 8 µM; 330,000 tested, 3% active; AID 485346;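 active = inhibition of at least 50% at 8 µM in the primary screen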
APJ ag – agonists of human APJ apelin receptor. CHO-K1 APJ PathHunter beta-arrestin, luminescence; 0% DMSO wells, 100% apelin. activation, % at 20 µM. 330,000 tested, 0.11% active. AID 2520;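 active = activation more than six SD over the plate average, tested at 20 µM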;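 note: 0% = DMSO alone and 100% = apelin-13 at 10 nM; some results filed as inactive read as strong as hits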
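Assay system: CHO-K1 APJ beta-arrestin complementation cell line / Compound: single test compound dose, 20 µM final, 1% DMSO / Times: overnight seeding, 90 min compound at 25 °C, 1 h detection / Technique: beta-gal luminescence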
tim23-1 inh – inhibits growth of tim23-1 mutant yeast. S. cerevisiae tim23-1 growth, BacTiter-Glo luminescence, 24 h. inhibition, % at 20 µM. 330,000 tested, 1.3% active;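 active = growth inhibition of the mutant yeast at or above 50%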;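 note: temperature-sensitive mutant grown at 25 °C; plate controls were DMSO-treated mutant yeast for no effect and medium wells lacking yeast for full effect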
TIM10 inh – TIM10 yeast growth inhibition. S. cerevisiae TIM10 strain growth, BacTiter-Glo luminescence, 24 h. AID 463195. 330,000 tested, 1.4% active. inhibition, % at 10 µM;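 active = inhibition of 40% or more at the single tested concentration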;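 note: wild-type TIM10 isogenic control strain grown at permissive 25 °C; 0% = DMSO yeast wells and 100% = minimal medium wells without yeast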
An asterisk follows results filed as active; & = joins results of further samples.

compound	tim10-1 inh	APJ antag	UPR XBP1 act	CHOP UPR activ	CXCR6 block	Mdm2-MdmX inh	APJ ag	tim23-1 inh	TIM10 inh
COc1ccc(C(CNC(=O)C(=O)NC2CCCCC2)N2CCN(C)CC2)cc1 (stereo not drawn)	1	-11	-4	0.5	3	1	-3	-8	1
c1ccc(CN2CCN(c3nc4ccccc4c4ccccc34)CC2)cc1	28	3	-4	-0.9	-4	-1	-3	29	15
O=C(Cn1nc(-c2ccccc2)c2ccccc2c1=O)Nc1cccnc1	-5	-16	1	0.0	-12	-25	21	17	-1
O=C(NCCc1ccccc1)C1CC1	-23	0	2	2.1	3	2	-3	7	13
COc1cccc(-n2c(SCC(=O)NCC3CCCO3)nc3c(c2=O)SCC3)c1 (stereo not drawn)	-2	-31	-1	-2.2	-6	4	-4	-5	6
O=C1c2ccccc2CN1c1ccccc1	-41	23	0	6.4	-8	-19	-3	27	-10
CCN(C(=O)c1cccs1)C1CCS(=O)(=O)C1 (stereo not drawn)	-25	-8	0	0.1	5	16	-2	-7	-6
CCOC(=O)CSc1nc(C2CC2)cc(-c2ccc(F)cc2)c1C#N	32	3	-2	1.1	6	24	-1	15	24
CCOC(=O)C1(Cc2ccc(O)cc2)NC(c2ccccc2F)C2C(=O)N(C)C(=O)C21 (stereo not drawn)	17	8	2	0.8	-8	11	-5	6	-7
Cn1cc(Cl)c(C(=O)Nc2cnn(Cc3ccc(F)cc3)c2)n1	16	9	1	2.6	-9	-10	-1	19	14
CCN1CCN(CC(O)COc2ccc(Cl)cc2)CC1 (stereo not drawn)	3	4	0	-2.2	2	35	-3	8	-22
COc1ccc(C2=NO[C@@H]3C(=O)N(Cc4ccccc4)C(=O)[C@H]23)c(OC)c1	7	13	0	0.8	-2	12	-3	12	11
CN(C)/N=C/c1cc(Cl)cc([N+](=O)[O-])c1O	6	18	-2	2.5	31	-10	-2	18	-6
COc1ccc2c(c1OC)C(=O)N1N=C(c3ccccc3)CC21 (stereo not drawn)	3	-17	0	-4.0	1	22	-3	21	4
Cc1ccc(NC(=O)c2sc3ncnc(N4CCN(c5ccccn5)CC4)c3c2C)c(C)c1	48*	5	-3	2.3	16	38	-1	34	13
O=C(CN1C(=O)NC(CCc2ccccc2)C1=O)NC1CC1 (stereo not drawn)	-32	-9	-2	-1.0	5	-4	-5	0	-31
CCOC(=O)c1ccccc1NC(=O)COC	4	-13	-1	-1.4	-2	18	-6	2	7
COc1ccc(OC)c(/C=N/NC(=O)C(=O)NCc2cccnc2)c1	4	10	8	2.9	1	6	0	8	-3
Cc1cc(N2CCC(C)CC2)c(F)cc1[N+](=O)[O-]	-2	17	2	-0.1	1	-22	-1	14	4
O=C(Nc1ccc(Br)cc1)N1CCc2ccccc2C1	14	23	-6	8.5	-9	-56	-3	28	-3
CC(C)OCCCNC(=O)C(C)Oc1ccccc1 (stereo not drawn)	6	-6	0	-0.4	-3	-6	-3	4	-5
N#C/C(=C\c1ccccc1)c1ccccn1	-19	8	0	-0.1	-3	-1	-2	33	8
CC(C)(Oc1ccc(Cl)cc1)C(=O)OCn1nnc2ccccc2c1=O	30	13	-1	0.0	-3	16	-7	37	-3
O=S(=O)(NCc1ccccn1)c1ccc2ccccc2c1	9	4	-2	0.6	2	4	-1	15	5
O=C(CSc1nc(-c2ccco2)cc(C(F)(F)F)n1)N1CCCc2ccccc21	13	18	-2	-2.6	8	15	-3	8	4
CCOc1ncccc1C(=O)Nc1cc2c(cc1Br)OCCO2	-4	1	2	2.1	2	0	0	15	11
Cc1ccc(C)n1NC(=O)c1ccccc1Cl	14	10	0	0.6	-12	1	-1	19	-2
O=Cc1c(N2CCCCC2)nc2ccccn2c1=O	7	-10	0	-0.5	-13	-5	0	-4	-6
Cn1c(N)c(S(=O)(=O)NCc2ccccc2)c(=O)n(C)c1=O	-15	-13	-2	0.5	-7	-46	8	2	1
Cc1ccc(C(=O)NC(C)c2nnc(SCC(=O)NC3CCCC3)n2C)cc1 (stereo not drawn)	-16	28	-4	-0.7	5	10	-1	4	-3

One compound at a time, from the list above. Order of screens: tim10-1 inh	APJ antag	UPR XBP1 act	CHOP UPR activ	CXCR6 block	Mdm2-MdmX inh	APJ ag	tim23-1 inh	TIM10 inh
Entry for CCOc1ncccc1C(=O)Nc1cc2c(cc1Br)OCCO2 : -4	1	2	2.1	2	0	0	15	11
Entry for O=C(CSc1nc(-c2ccco2)cc(C(F)(F)F)n1)N1CCCc2ccccc21 : 13	18	-2	-2.6	8	15	-3	8	4
Entry for CC(C)OCCCNC(=O)C(C)Oc1ccccc1 (stereo not drawn) : 6	-6	0	-0.4	-3	-6	-3	4	-5

Following part:
compound	tim10-1 inh	APJ antag	UPR XBP1 act	CHOP UPR activ	CXCR6 block	Mdm2-MdmX inh	APJ ag	tim23-1 inh	TIM10 inh
CN(C)CCN(Cc1ccccc1)S(=O)(=O)c1ccc(-c2ccc(=O)[nH]n2)s1	-4	2	-2	-1.6	1	30	1	-6	-5
CC1CCN(C(=O)c2[nH]cnc2C(=O)N[C@@H](C)C(=O)OCc2ccccc2)CC1	29	-5	1	0.4	-6	16	-4	27	11
COc1cccc(CN(C)C(=O)c2csc3c2CCCC3)c1OC	-20	-2	-4	-2.6	-2	-1	0	7	-32
CCC1(C)Cc2c(sc3nnn(Cc4ccccc4Cl)c(=O)c23)CO1 (stereo not drawn)	17	13	-2	0.2	-1	17	-5	17	9
NC(=O)N/N=C/c1c(Sc2nnnn2-c2ccccc2)nc2ccccn2c1=O	9	3	-4	7.3	-5	62*	-3	16	21
CC(C)(C)Nc1nc(Cl)nc(Nc2ccccc2)n1	-5	7	2	6.2	-6	-124	0	48	1
COC(=O)c1ccc(CN2CCN(CC=C(C)C)C(CCO)C2)cc1 (stereo not drawn)	1	-27	-2	1.0	8	23	-2	1	-10
Fc1cccc(CSc2ncnc3c2oc2ccccc23)c1	26	-1	8	-0.1	-5	21	-2	14	28
COCc1cc(C(C)=O)ccc1OC	1	-7	-3	0.1	-12	-2	0	6	-1
CC(NC(=O)CN(C)S(=O)(=O)c1ccc(F)cc1)C1CC2CCC1C2 (stereo not drawn)	26	13	-1	0.0	2	-37	-3	30	5
CCCCC(=O)Nc1ccc(NC(=S)NC(=O)CC)cc1OC	26	23	1	1.9	-7	-10	-3	18	1
COc1ccccc1NC(=O)C/C(C)=N/NC(=O)c1ccccn1	7	-4	4	0.6	-1	9	-3	15	-4
CCOc1ccc(NC(=O)COC(=O)COc2cccc3c2OC(C)(C)C3)cc1	8	14	-4	-0.2	1	11	3	18	4
Clc1ccc(-c2ccnc(Oc3cc(Cl)ccc3Cl)n2)cc1	-1	2	-3	-3.1	-1	28	-4	-4	4
O=[N+]([O-])c1cc([N+](=O)[O-])c(Oc2cc(F)cc(F)c2)cc1NN1CCCCC1	2	-6	3	1.7	8	2	9	11	3
CCCc1ccc(OCC(O)CN2CCN(c3ccccc3)CC2)cc1 (stereo not drawn)	-4	8	-2	-2.0	-4&-1	-9	-2	-150	-40
C=CCc1cccc2cc(C(=O)NCc3ccc(C(=O)OCC)o3)c(=O)oc12	8	-11	-2	-0.2	11	11	-5	15	4
Cc1ccc(Cn2ccc(NC(=O)c3cc(-c4ccc(Br)cc4)on3)n2)cc1	11	6	-1	-0.3	3	-16	-2	-9	-7
Cc1c(O)ccc2c3c(c(=O)oc12)CCC(C)C3 (stereo not drawn)	22	-4	10	-1.2	3	24	3	19	2
O=C(NC1Cc2ccccc2C1)c1cc(COc2cccc(C(F)(F)F)c2)on1	18	8	-2	0.0	6	26	-5	-2	-8
O=C(CSc1nnc(CNC(=O)c2c(F)cccc2F)o1)NCC1CCCO1 (stereo not drawn)	-22	16	-7	1.9	2	13	6	1	2
O=C(O)c1ccccc1C(=O)Nc1cc(C(F)(F)F)ccc1N1CCCC1	8	15	-2	-3.2	12	9	-5	18	11
CCCn1cc(S(=O)(=O)c2ccccc2)c(=O)c2cc(OC)c(OC)cc21	-9	-5	0	-0.8	-4	6	-2	3	3
COC(=O)c1scc(S(=O)(=O)C(C)C)c1N/N=C(\C#N)C(=O)c1ccc(Cl)cc1	13	9	-1	1.9	11	23	-6	26	11
CCN(CC)CC#CC(C)OCOCC#CCOC (stereo not drawn)	4	13	-2	-0.1	2	29	-2	1	-1
O=C(Nc1ccccc1OC(F)F)C1CCCN1C(=O)c1cccs1 (stereo not drawn)	12	19	-3	-1.0	6	-11	-3	9	1
CCOC(=O)C1=C(C)N(c2ccccc2)C(=O)/C1=C\c1ccco1	13	19	5	-1.0	13	10	-4	20	13
CCOC(=O)c1cn(Cc2cccc(Cl)c2)nn1	9	-6	2	2.4	-5	1	3	29	2
Cc1ccc(NC(=O)CSCc2c(C)noc2C)cc1C	26	0	-3	0.4	1	-3	-6	6	6
CCC(=O)Nc1nnc(SCC(=O)Nc2ccc(F)cc2)s1	2	1	-2	-0.3	-10	9	0	-2	-21
CC1(C)Cc2c(sc3nc(SCC(=O)N4CCOCC4)nc(N)c23)CO1	10	-7	1	0.5	1	-9	-2	9	-1
Cc1oc2ccc(OC(=O)c3cccs3)cc2c1C(=O)OC(C)C	21	4	6	4.5	-1	-5	-4	19	1
CCc1ccc(C(O)(C(C)C)C(CN2CCOCC2)c2ccccc2)cc1 (stereo not drawn)	19	11	0	1.4	2	2	0	39	-2
CSCC[C@H](NC(=O)c1ccc(Br)o1)c1nnc2ccccn12	1	-1	-4	-0.4	1	2	-2	-3	-4
Cc1cc(C)c(NC(=O)c2cc(S(=O)(=O)N3CCOCC3)ccc2F)c(C)c1	25	8	-5	1.2	-1	-12	-3	23	21
COc1ccc(/C=N/NC(=O)c2snnc2C)c(OC)c1OC	6	22	0	2.6	-2	5	-2	-9	3
O=C(COC(=O)COc1ccc(Cl)cc1)Nc1ccc2c(c1)OCCO2	25	9	0	1.1	2	19	-1	8	13
O=C1NCCN(Cc2ccc(F)cc2)C1CC(=O)N1CC=C(c2ccccc2)CC1 (stereo not drawn)	-14	1	-4	1.3	1	9	-1	7	7
c1ccc(-n2c(SCC3CCCCO3)nnc2-c2cnccn2)cc1 (stereo not drawn)	14	1	8	0.2	-7	-2	-3	20	11
COc1cc2cc(C(=O)Nc3ccc4c(c3)OCCO4)[nH]c2cc1OC	2	15	-7	-4.9	1	65*	-3	20	9
Cc1[nH][nH]c(=O)c1N=Nc1ccc(Br)c(Cl)c1	26	19	0	2.3	18	1	-5	46	32
Cc1ccc(S(=O)(=O)N(CC(=O)NCCSc2ccccn2)c2ccccc2F)cc1	4	-4	-3	-1.9	-7	28	1	15	29
COc1ccc(C(CCN)c2ccc3c(c2)OCO3)cc1 (stereo not drawn)	16	2	-1	-1.0	2	-13	-4	23	15

The list is partial; rates above refer to the full screens.
